Bioassay records as filed in PubChem BioAssay.
FLuc stim CS: firefly luciferase counter-screen for stimulation assays; P08659; ATPlite luciferase biochemical, luminescence, 10 min; 0 = ATP-free wells, 1 = DMSO control; activation factor at 10 µM; 200,000 tested, under 10 active;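 active = luciferase activation factor, scaled between plate controls, of at least 2 with compound at 10 µM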
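Assay system: Luciferase/luciferin reagent mix; Medium: PBS as buffer for the ATP substrate; Dosing: test compounds dosed from 2 mM stocks in 100% DMSO; Times: 10 min, room temperature; Signal: luminescence from luciferase reaction; Read-out: luciferase activation; Controls: No-ATP low control, compound-free enzyme-plus-ATP high control.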
FLuc inhib CS: inhibits firefly luciferase, flagging false hits in luciferase inhibition screens; ATPLite firefly luciferase biochemical luminescence, 10 min; inhibition, % at 10 µM; actives 1.5% (n = 200,000); AID 1006; P08659;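 active = inhibition above about 50% when tested at 10 µM, limit read from the data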
G6PDH counter: L. mesenteroides G6PDH inhibition counter-screen; Purified L. mesenteroides G6PDH, diaphorase/resazurin coupled fluorescence, 45 min; inhibition, % at 5 µM; actives 0.12% (n = 200,000); AID 1020; in the data active = inhibition above about 50%
Diaph inh CS: diaphorase inhibition or chemical oxidation counter-screen; inhibition, % at 20 µM; diaphorase resazurin-to-resorufin fluorescence, NADH, 16 min; bacterial (C. kluyveri) enzyme, not human; actives 0.69% (n = 190,000); AID 1217;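 active = primary screen inhibition at 20 µM above a set limit, cut at about 50% in these data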;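 note: plate controls were DMSO with full reaction for no effect and wells lacking NADH for full effect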
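Assay system: diaphorase enzyme from Clostridium kluyveri. Quantity: enzyme working solution with 0.14 U/mL diaphorase. Schedule: reaction incubation of 16 min at room temperature. Technique: resorufin fluorescence, excitation 544 nm, emission 590 nm. Controls: No-NADH positive control and DMSO neutral control.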
STAT1 act: activators of IFN-gamma induced STAT1 signaling | NIH 3T3 STAT1-luciferase reporter, luminescence; 100% = IFN-gamma alone, no compound | activation (% of control), % at 5.5 µM | actives 2.6% (n = 200,000) | AID 932;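 active = activation above the screen-wide mean activation plus 3 SD, cut at about 130% in these data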;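 note: raw ratio to IFN-gamma control signal so 100% means no change and 0% no light; values of inactives mirror those of a sister screen read the other way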
NF-kB expr up: raises NF-kB expression in human neuronal cells | fold change at 12.5 µM | NF-kB reporter expression; hits give high values | AID 1239 | actives 1.6% (n = 190,000); in the data active = fold change above about 3.3
APP 5'UTR act: APP 5'UTR luciferase reporter activation. SH-SY5Y APP 5'UTR luciferase reporter, luminescence; zero percent = DMSO vehicle wells. activation, % at 2 µM. actives 1% (n = 190,000);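 active = activation above a set limit, based on mean plus 3 SD of controls, cut at about 140% in these data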; note: values of inactives mirror those of a sister screen read the other way
APP transl inh: APP translation inhibition. actives 0.82% (n = 190,000). SH-SY5Y APP 5'UTR-luciferase reporter, luminescence. AID 1285. inhibition, % at 2 µM;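 active = inhibition above a set limit, derived from the sample mean plus 3 SD, cut at about 45% in these data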; note: values of inactives mirror those of a sister screen read the other way
TLR4-MyD88 BLA: inhibitors of human TLR4-MyD88 binding; O00206+Q99836; HeLa CL3-4 TLR4/MyD88 BLA complementation, FRET ratio; inhibition, % at 8.4 µM; actives 0.18% (n = 200,000); AID 861; in the data active = inhibition above about 25%;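 note: 0% = vehicle and 100% = reference inhibitor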
Diaphorase act: counter-screen for diaphorase-based assays: diaphorase activators and chemical reducers; Diaphorase/resazurin coupled assay, resorufin fluorescence, 16 min; hits give high values; 1 = vehicle wells, 0 = NADH-free wells; activation factor at 20 µM; actives 0.005% (n = 190,000); AID 1229;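 active = diaphorase activity raised at least twofold by the compound at 20 µM; inactive = activation factor below 2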
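Measured by – red resorufin fluorescence at 544/590 nm excitation/emission · Test system – Clostridium kluyveri diaphorase, purified enzyme · Incubation – reaction time 16 min, room temperature · Buffer or medium – 50 mM HEPES pH 7.4 with 4.542 mM MgCl2, 0.005% Tween 20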
An asterisk follows results filed as active; nt = not tested or not shown.

smiles	FLuc stim CS	FLuc inhib CS	G6PDH counter	Diaph inh CS	STAT1 act	NF-kB expr up	APP 5'UTR act	APP transl inh	TLR4-MyD88 BLA	Diaphorase act
CC(C(=O)Nc1nncs1)N1C(=O)C2C3C=CC(C3)C2C1=O (stereo unspecified)	1	-2.6	4.0	13.3	98.1	1.03	-29.2	29.2	-6.4	0.9
COc1ccc(-c2cc(C)nc(SCC(=O)c3cccc([N+](=O)[O-])c3)n2)cc1	1.1	-6.7	-0.3	-2.6	90.1	0.93	-9.9	9.9	-13.7	1
Oc1ccc(N=C/C=C/c2cccc(Br)c2)cc1-c1nc2ccccc2s1	0.6	38.4	-16.3	13.5	143.6*	1.3	43.9	-43.9	-8.8	0.9
Cc1cccc(-c2noc(-c3cc4ccccc4oc3=O)n2)c1	0.7	33.0	2.0	7.0	116.9	3.62*	7.0	-7.0	10.9	0.9
Fc1cccc(/C=N/Nc2nc3ccccc3[nH]2)c1	0.8	23.4	-2.2	7.2	141.2*	1.96	132.7	-132.7	-1.4	0.9
CCOCCCNC(=S)N1CCN(Cc2ccco2)CC1	1	-0.1	6.1	11.6	114.9	0.91	3.1	-3.1	-8.0	0.9
CCC(O)CC(C(=O)NNc1ccccc1)C(=O)NNc1ccccc1 (stereo unspecified)	1	0.8	2.7	-0.2	102.0	1.17	9.5	-9.5	-8.9	1
COc1ccc(-n2cnc3sc4c(c3c2=O)CCCC4)cc1	1	-2.4	7.7	8.6	107.6	1.45	2.9	-2.9	-4.0	0.9
CCNC(=S)N1CCCC(c2nc3ccc(C)cc3[nH]2)C1 (stereo unspecified)	1	0.5	5.6	22.8	111.0	1.17	21.9	-21.9	-6.7	0.8
Cc1cc(C)nc(N/N=C/c2cccc3ccccc23)n1	0.7	34.3	-1.4	5.7	117.7	1.02	11.1	-11.1	-7.9	0.9
Cc1cc(NS(=O)(=O)c2ccc(NC(=O)c3cccc(OC(F)F)c3)cc2)nc(C)n1	1	-1.0	3.0	4.2	105.3	1.45	18.1	-18.1	-7.0	1
C=C(C)C1CC=C(C)/C(=N/NC(=O)c2cccc([N+](=O)[O-])c2)C1 (stereo unspecified)	1	0.0	1.5	-2.0	94.4	1.18	-1.7	1.7	-12.1	1

Continued, overlapping the part above by 2 compounds.
smiles	FLuc stim CS	FLuc inhib CS	G6PDH counter	Diaph inh CS	STAT1 act	NF-kB expr up	APP 5'UTR act	APP transl inh	TLR4-MyD88 BLA	Diaphorase act
Cc1cc(NS(=O)(=O)c2ccc(NC(=O)c3cccc(OC(F)F)c3)cc2)nc(C)n1	1	-1.0	3.0	4.2	105.3	1.45	18.1	-18.1	-7.0	1
C=C(C)C1CC=C(C)/C(=N/NC(=O)c2cccc([N+](=O)[O-])c2)C1 (stereo unspecified)	1	0.0	1.5	-2.0	94.4	1.18	-1.7	1.7	-12.1	1
COc1ccccc1NC(=O)CN1C(=O)NC2(CCCCCCC2)C1=O	1.1	-5.8	1.1	2.4	108.1	1.08	26.5	-26.5	-4.3	1
CCOCCCNC(=O)C(NC(=O)CNC(=O)c1ccccc1)c1ccccc1 (stereo unspecified)	1.1	-7.3	-5.9	4.4	100.0	1.02	7.4	-7.4	0.2	1
C/C(=N/NC(=O)CNC(=O)c1ccccn1)c1ccccc1	1	-4.1	-0.7	13.8	94.5	1.38	11.8	-11.8	3.8	0.9
CC(C)Cn1c(SCC(=O)c2c(N)n(C)c(=O)n(C)c2=O)nc2ccccc21	1.1	-6.2	2.6	11.3	96.6	1.19	-6.9	6.9	-8.2	0.9
C/C(=N\NC(=O)COc1ccc(C(C)(C)C)cc1)c1cc2ccccc2o1	0.1	93.9*	-1.1	7.2	106.8	1.71	92.8	-92.8	3.3	0.9
Cc1noc(C)c1COC(=O)/C=C/c1ccc(Cl)cc1	1	-4.0	8.6	13.5	100.9	1.3	6.2	-6.2	-3.7	0.9
CCCCCCn1c(N2CCC(C)CC2)nc2c1c(=O)[nH]c(=O)n2C	1	-1.7	3.4	21.6	106.9	0.98	5.6	-5.6	-4.2	0.8
Fc1cccc(CO/N=C/c2c(-c3ccccc3)nc3ccc(Cl)cn23)c1	1	-1.2	-0.9	11.3	104.9	1.74	19.4	-19.4	-5.0	0.9
CSc1c(CC(=O)NCCO)n(C)c2ccccc12	1.1	-7.3	0.7	4.8	97.9	0.99	-9.0	9.0	5.8	1
Cc1ccn2c(-c3csc(NCc4ccco4)n3)c(C)nc2c1	1.1	-6.9	14.5	21.6	95.9	1.17	14.3	-14.3	8.5	0.8
O=C(NCCN1CCOCC1)C1CCC(=O)N1Cc1ccccc1Cl (stereo unspecified)	1.1	-5.9	-6.2	25.9	106.5	1.12	11.7	-11.7	-6.7	0.7
Cn1c(C(=O)N2CCN(Cc3ccc4c(c3)OCO4)CC2)cc2c(=O)n(C)c3ccccc3c21	1.1	-9.3	-1.3	37.4	95.2	0.42	-34.3	34.3	-12.9	0.6
O=C(O)c1cccc(N2C(=O)/C(=C/c3ccc([N+](=O)[O-])cc3)C=C2c2ccccc2)c1	1	4.6	6.5	10.6	62.4	1.1	-6.4	6.4	11.7	0.9
Cc1cc2nccc(-c3ccncc3)n2n1	1.1	-7.2	-1.1	4.9	99.7	1.23	12.9	-12.9	-6.1	1
NS(=O)(=O)c1cc(C(=O)OCC(=O)Nc2ccc(Cl)cc2[N+](=O)[O-])ccc1Cl	1	-3.5	-1.7	37.0	98.3	0.81	13.3	-13.3	-4.2	0.6
COc1ccccc1CN1CCNC(=O)C1CC(=O)NCc1c(C)n[nH]c1C (stereo unspecified)	1	-0.2	6.1	nt	103.3	1.2	-6.3	6.3	-8.6	nt
Cc1ccc(NC(=O)Nc2nnc(Cc3ccc([N+](=O)[O-])cc3)s2)cc1	1	-0.4	-4.0	6.8	105.3	1.62	20.6	-20.6	8.2	0.9
Cc1ccc2c(c1)-c1c(cnn1CC(=O)NC(C)CCc1ccco1)CO2 (stereo unspecified)	1	-3.2	-11.8	21.1	101.6	0.96	3.0	-3.0	3.1	0.8
Cc1ccc(NC(=O)c2ccccc2Cl)cc1-n1cnnn1	1	-2.5	5.2	-4.4	97.5	1.08	9.7	-9.7	7.1	1
CCOCCCn1c(=S)[nH]c2ncccc2c1=O	1.1	-6.3	3.6	14.6	99.4	1	6.8	-6.8	-2.6	0.9
Cc1nn(CCc2nn[nH]n2)c2nc(-c3ccccc3)cc(C(F)(F)F)c12	1.1	-8.8	7.9	3.5	99.8	1.13	27.2	-27.2	-3.7	1
CCN1CCN(C(=S)c2ccc(SC)cc2)CC1	1.1	-5.2	0.6	14.5	100.7	1.31	-5.0	5.0	-2.1	0.9
CCCC(C)NC(C)C(=O)NC1CCCC1 (stereo unspecified)	1.1	-5.8	-8.8	18.6	102.0	1.05	-20.1	20.1	-8.4	0.8
CCOC(=O)N1CCN(C(=O)Cn2nc(C)c3sc4ccccc4c3c2=O)CC1	0.9	6.3	2.2	-7.3	86.5	1.18	5.9	-5.9	-10.3	1.1
O=C(CCNC(=O)Cn1ccc2ccccc2c1=O)NCCCN1CCN(c2ccccc2F)CC1	1	-0.7	15.8	21.6	100.0	1.04	-27.6	27.6	4.2	0.8
CC(C)NC(=O)NC(=O)COC(=O)/C=C/c1ccccc1[N+](=O)[O-]	1	-4.6	2.3	25.8	72.0	0.97	15.1	-15.1	16.8	0.7
CCn1c(/C=C\c2ccccc2C)nc2ccccc2c1=O	1.1	-5.4	6.1	14.7	99.7	1	6.8	-6.8	2.1	0.9
CC1CN(C(=S)Nc2ccccc2)N(c2ccccc2)C1 (stereo unspecified)	1.1	-10.5	9.8	12.5	98.6	0.78	-12.9	12.9	-11.9	0.9
Cc1nn(-c2ccccc2)c(C)c1NC(=O)COc1ccc(F)cc1Cl	1	-0.6	9.1	13.8	97.2	0.78	5.6	-5.6	-8.9	0.9
CC1(C(=O)OCC(=O)NC(=O)NCc2ccccc2)CC1(Cl)Cl (stereo unspecified)	1	-0.3	3.4	4.0	93.1	1.14	-0.9	0.9	11.4	1
O=C(CSc1ncccn1)NC(=O)NCc1ccco1	1.1	-6.4	-0.2	12.3	103.5	1.05	0.3	-0.3	-5.8	0.9
CCOC(=O)C1CCN(c2cc(C)nc3cc(-c4cccc(F)c4)nn23)CC1	1	-1.3	-6.0	9.1	100.6	1.01	2.9	-2.9	-1.0	0.9
O=C(NNS(=O)(=O)c1ccccc1)c1cc2cc3ccccc3nc2s1	0.9	6.0	8.6	-2.2	108.7	0.91	-5.0	5.0	3.0	1
CCOc1ccccc1N(CC(=O)NCC1CCCO1)C(=O)CCC(=O)Nc1ccccn1 (stereo unspecified)	1	-4.5	11.9	11.3	87.9	0.92	-6.7	6.7	-2.4	0.9
Cc1cn(S(=O)(=O)c2cc(Br)ccc2Br)cn1	1.1	-8.1	0.6	14.3	95.3	1.22	-7.2	7.3	-13.2	0.9
COC(=O)c1ccc(COc2ccc(-c3nnn(CC(N)=O)n3)cc2)cc1	1.1	-7.3	5.4	-1.9	105.0	1.26	8.8	-8.8	1.5	1
N#CCC(=O)N/N=C1\CCCCC1C1CCCCC1 (stereo unspecified)	1.1	-5.4	21.6	6.1	103.2	0.96	13.3	-13.3	-1.1	0.9
CCOC(=O)c1[nH]cnc1N=Nc1c(O)ccc2ccccc12	0.9	8.5	25.1	2.8	98.7	1.11	-52.5	52.5*	-1.6	1
CCCCNC(=O)CSc1nnc(-c2ccco2)n1C	1.1	-6.3	12.4	18.0	94.9	1.01	4.2	-4.2	-5.2	0.8
Cc1ccc(S(=O)(=O)N2CCOCC2)cc1C(=O)NCCN1C(=O)S/C(=C\c2ccccc2Cl)C1=O	1.1	-6.5	15.9	26.0	92.8	0.91	8.2	-8.2	-8.9	0.7
CCn1c(C)cc2c(c1=O)C(c1ccccc1)C(C(=O)OC)=C(N)O2 (stereo unspecified)	1.1	-7.5	1.7	14.3	102.1	1.31	13.6	-13.6	9.0	0.9
CCC(=O)Nc1cccc(NC(=O)c2ccc(Br)cc2)c1	0.9	9.9	-23.8	22.4	105.9	1.18	9.8	-9.8	5.3	0.8
CC1=C(C(=O)Nc2ccccn2)C(c2ccc(F)cc2)n2ncnc2N1 (stereo unspecified)	1	-3.3	8.7	14.9	105.6	1.15	-6.7	6.7	0.9	0.9
O=C(c1ccc(Cn2cc(Br)cn2)o1)N1N=C(C(F)F)CC1(O)C(F)F (stereo unspecified)	1	-4.4	10.0	14.8	95.3	0.86	9.8	-9.8	-3.4	0.9
